Compound activity from PubChem BioAssay.
IDE cell inh – human IDE inhibitors in live cells, primary screen, fluorescence polarization, HEK cells, FAbetaB substrate; Insulin-degrading enzyme (Homo sapiens), P14735; FAbetaB cleavage; inhibition, % at 5.59 µM; hit rate 0.41% among 320,000; AID 434962, 2010;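 active = percent inhibition above the average of all tested compounds plus 3 SD, set per screening campaign, cut at about 16% in these data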;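 note: IDE supplied by intact live HEK cells; FP after avidin binding of uncleaved biotin substrate so inhibition keeps polarization high; 0% = DMSO wells and 100% = 60 µM reference IDE inhibitor Ii1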
NS3 helicase inh – inhibitors of HCV NS3 helicase, primary screen, biochemical, Cy5 molecular beacon fluorescence. Hepatitis C virus NS3 helicase. NS3 helicase DNA unwinding. inhibition, % at 10.9 µM. hit rate 0.56% among 290,000. AID 1800, 2009;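 active = inhibition above the mean of all tested compounds plus 3 SD, set per campaign, cut at about 35% in these data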;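 note: 0% = DMSO wells and 100% = thioflavine S control wells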
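Assay system – hepatitis C virus NS3 helicase domain fragment enzyme · Buffer or medium – MOPS pH 6.5, MgCl2, DTT, Tween20, BSA · Reagent – Cy5/quencher beacon DNA duplex and ATP to start · Compound – single 10.9 µM dose · Timing – 1 h at 25 °C · Technique – Cy5 beacon fluorescence read at start and 1 h · Measure – % inhibition of unwinding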
VIM-2 inh – VIM-2 metallo-beta-lactamase inhibitors, primary screen, biochemical, epi-absorbance readout, Pseudomonas aeruginosa enzyme; purified VIM-2, nitrocefin hydrolysis, epi-absorbance fluorescence; inhibition, % at 5.6 µM; hit rate 0.89% among 290,000; AID 1527, 2009;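 active = inhibition above the mean of all tested compounds plus 3 SD, cutoff set per screening run, cut at about 7.5% in these data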;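 note: red hydrolysis product quenches plate fluorescence so inhibitors raise well fluorescence; 0% = enzyme with DMSO and 100% = DMSO without enzyme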
GalR3 antag – GalR3 antagonists in HEK293 cells, primary screen, cell-based, fluorescence readout | Galanin receptor type 3 (Homo sapiens), O60755 | HEK293 GalR3-CNG cAMP membrane potential fluorescence; galR3 body fused to GalR1 C-terminus | inhibition, % at 3 µM | hit rate 0.44% among 360,000 | AID 651719, 2012;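 active = inhibition above the screen-wide average plus 3 SD, cut at about 13% in these data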;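 note: forskolin and galanin both at EC90 stimulate the cells; cAMP rise reported by CNG channel membrane potential dye signal; 0% = forskolin plus galanin with DMSO and 100% = forskolin alone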
Target sequence (O60755 1-299 limits assumed): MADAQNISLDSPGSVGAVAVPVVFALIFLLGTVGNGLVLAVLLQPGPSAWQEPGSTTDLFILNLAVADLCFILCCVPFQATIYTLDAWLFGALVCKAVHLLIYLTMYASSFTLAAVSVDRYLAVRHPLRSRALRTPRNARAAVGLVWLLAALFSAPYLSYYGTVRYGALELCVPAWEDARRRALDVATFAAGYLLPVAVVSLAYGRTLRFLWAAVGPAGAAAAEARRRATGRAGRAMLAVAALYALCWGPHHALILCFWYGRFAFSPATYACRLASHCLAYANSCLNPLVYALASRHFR
CRFBP-R2 block – antagonists of CRF-BP/CRF-R2 complex, primary screen, cell-based, HEK293, calcium dye fluorescence, uHTS | inhibition, % at 11.8 µM | hit rate 0.59% among 350,000 | CRF-induced calcium fluorescence;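 active = inhibition of the ligand-induced calcium signal above about 50% at the single tested concentration, limit read from the data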
pCIP destab – p/CIP-EGFP fusion destabilizers, primary screen, fluorescence, F442A cells | 16 h | decrease of EGFP signal, % at 10 µM | hit rate 0.01% among 290,000;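 active = EGFP signal decrease of at least 30% at 10 µM or well 3 SD below plate mean, unless failing retest; inactive = the rest, including hits failing retest or dose response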; note: some compounds called inactive have numbers as strong as hits; many of its hits are not listed in these tables
IMP-1 inhibitor – IMP-1 metallo-beta-lactamase inhibitors, primary screen, biochemical, epi-absorbance readout, Pseudomonas aeruginosa enzyme; metallo-beta-lactamase IMP-1 (Pseudomonas aeruginosa); purified IMP-1, nitrocefin hydrolysis, epi-absorbance fluorescence; inhibition, % at 5.6 µM; hit rate 0.45% among 290,000; AID 1556, 2009;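 active = inhibition above the mean plus 3 SD of all compounds in the same screening run, cut at about 4.5% in these data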;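 note: 0% = IMP-1 with DMSO and 100% = DMSO wells lacking enzyme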
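System – purified recombinant IMP-1 beta-lactamase · Input – IMP-1 dispensed at 0.2 nM · Timing – 15 min preincubation plus 25 min reaction at 25 °C · Signal – Epi-absorbance fluorescence, 480 nm excitation, 530 nm emission · Measure – percent IMP-1 inhibition derived from blank-referenced optical density · Controls – Enzyme-plus-DMSO low control, enzyme-free DMSO high control · Replication – singlicate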
SUMO HTRF inh – inhibitors of in vitro SUMOylation cascade, primary screen, biochemical, HTRF, uHTS. SUMO-conjugating enzyme UBC9 (Homo sapiens), P63279. hit rate 0.36% among 290,000. inhibition, % at 35 µM. HTRF SUMOylation assay, SAE1/SAE2 + UBC9; in the data active = inhibition above about 50%, passing the limit was not always enough; note: strong numbers were not always called active
Target sequence (P63279 whole entry, looked up): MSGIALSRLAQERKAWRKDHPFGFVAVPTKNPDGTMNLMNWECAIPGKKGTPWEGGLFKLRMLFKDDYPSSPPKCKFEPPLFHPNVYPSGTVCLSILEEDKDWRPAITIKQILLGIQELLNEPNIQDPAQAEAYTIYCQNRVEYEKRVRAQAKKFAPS
IDE act – human IDE activators in live cells, primary screen, fluorescence polarization, HEK cells, FAbeta-B substrate. hit rate 0.073% among 340,000. Insulin-degrading enzyme (Homo sapiens), P14735. activation, % at 5.96 µM. FAbeta-B cleavage; 0% vehicle, 100% cell-free pure enzyme wells. AID 493087, 2011;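 active = activation above the mean of all tested compounds plus 3 SD, set per screening campaign, cut at about 17% in these data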
* hit, by the source's call; x = not tested or not shown; & = joins results of further samples. Not a hit list; 3.2% or so of the library scored in one or more.

SMILES	IDE cell inh	NS3 helicase inh	VIM-2 inh	GalR3 antag	CRFBP-R2 block	pCIP destab	IMP-1 inhibitor	SUMO HTRF inh	IDE act
OC(COc1c(Br)cc(Br)cc1Br)CN1CCOCC1 (stereo not given)	x	-18	-3.1	0	10	6	-4.2	-3	1
O=C(Cc1ccc(Cl)cc1Cl)Nc1ccncc1	5	16	-3.6	0	2	-14	-3.2	12	-2
COc1cc(OC)c(NS(=O)(=O)c2ccc(Cl)c(C(=O)OC(C)C(=O)N3CCCC3)c2)cc1Cl (stereo not given)	-1	3	-3.3	-5	-22	10	-3.2	-18	3
O=C(CN1C(=O)COc2ccccc21)NCCCN1CCOCC1	1	3	-1.2	-8	-11	-3	0.6	3	4
CCCCCOC(=O)Cn1c(=O)c2c(nc(N3CCOCC3)n2C)n(C)c1=O	0	-1	-3.6	-3	2	3	-1.2	20	0
COc1ccc(NC(=O)Cn2c(=O)n(-c3ccccc3)c(=O)c3sccc32)c(OC)c1	3	0	-4.0	-3	5	7	-4.2	5	7
COc1ccc(CC(=O)OCC(=O)N2CCCc3ccccc32)cc1	0	x	x	1	1	x	x	x	0
O=c1c2oc3ccccc3c2ncn1Cc1cccc(Cl)c1	-3	5	0.0	-1	-11	-4	-2.5	-3	4
CC1CCCCC1Nc1nc2ccc(Cl)cc2n2cnnc12 (stereo not given)	-1	-6	-2.5	-9	-34	-14	-3.5	-14	0
O=C(O)C1CCCN(S(=O)(=O)c2ccc(Br)cc2)C1 (stereo not given)	-4	-6	-2.3	-5	-21	-14	-0.1	11	-3
CCc1nnc(NC(=O)c2nn(-c3ccccc3)nc2C)s1	-1	-10	-2.8	6	-27	4	-2.7	4	4
COc1ccc(S(=O)(=O)NCCCn2ccnc2)cc1Cl	4	0	-0.8	-9	1	-1	-2.8	-6	4
OC[C@H]1O[C@@H](O[C@@H]2[C@@H](CO)O[C@@](O)(CO)[C@H]2O)[C@H](O)[C@@H](O)[C@H]1O	4	x	x	-2	-16	x	x	x	3
CC(C)c1ccc(CN(C)CC(O)c2ccccc2)cc1 (stereo not given)	5	-10	-3.4	-2	5	-3	-1.0	4	2
COc1ccc(C(C)NC(=O)C2CCCO2)cc1OC (stereo not given)	1	-3	-3.1	x	14	-1	-2.4	14	7
O=C(Nn1c(-c2ccc(F)cc2)nc2ccccc2c1=O)c1cccnc1	5	0	-2.2	1	-8	-5	-2.6	6	0
O=C(O)Cn1nc(-c2ccccc2)cc1-c1ccccc1	0	-1	1.0	-10	17	4	-1.1	4	14
O=C(Cc1ccc(Cl)cc1)c1c[nH]c(C(=O)NCCCN2CCOCC2)c1	-1	-3	2.3	-7	-3	1	-4.2	-4	3
Cc1ccc(Cl)cc1N1CCN(C(=O)c2ccc(CN3CCOCC3)cc2)CC1	3	-14	-1.1	-1	-4	-7	-2.3	-1	1
CCCNC(=O)c1ccccc1N1CCN(CCCCN2C(=O)C3CCCCN3C2=O)CC1 (stereo not given)	1	-5	-2.1	-4	-5	2	-4.2	0	7
CCOC(=O)N1CCN(Cc2nc3cc(NC(=O)CC(C)C)ccc3n2CC)CC1	3	-7	1.2	-5	-3	1	-3.3	-21	2
COCC(=O)N(Cc1cc2cc(OC)ccc2[nH]c1=O)c1ccccc1	3	2	-0.8	-1	12	-6	-3.4	-4	2
COc1ccc(CC2(CO)CCN(Cc3cnn(C)c3C)CC2)cc1	-4	-4	-1.6	-4	-3	-6	-2.3	27	-2
Cc1c(C(=O)N2CCC(N3CCSCC3)CC2)oc2c(F)cccc12	4	7	4.7	-5	-22	-5	-3.5	-2	8
O=C(NCCC1=CCCCC1)C1CCN(C(=O)Nc2ccccc2)CC1	4	3	-1.5	-4	23	-6	-3.2	0	2
CCOC(=O)C(=O)Nc1cc(C)on1	-3	-1	-1.7	1	0	-12	-2.4	16	1
COc1cccc(N2CCN(C3CCCC(C)C3)CC2)c1 (stereo not given)	4	-8	-6.6	x	-4	2	-9.2	6	1
CSc1cccc(CNC(=O)C2CCC(=O)N(CC3CCCCC3)C2)c1 (stereo not given)	-5	-4	0.2	-1	6	-17	-1.2	15	-4
CCCCCCCc1nc2sc3c(c2c(=O)n1N)CC(C)(C)OC3	3	0	-2.0	-6	9	-20	-3.0	8	3
Cc1ccc(CC2CC(=O)N(c3nc(C)cc(C)n3)C2=O)cc1 (stereo not given)	4	6	-3.7	-7	-2	-4	-1.9	7	-2
CC(C)Sc1nc2c([nH]c3ccccc32)c(=O)n1C	2	3	-6.0	-1	-32	0	-4.8	-6	2
CC(C)(CC(=O)O)CC(=O)Nc1ccc(Cl)c(Cl)c1	11	4	-3.3	-5	-9	-1	-3.2	11	1
O=C(COC(=O)/C=C/c1cccc(C(F)(F)F)c1)NCc1ccco1	5	x	x	-5	9	x	x	x	0
COc1ccccc1NC(=O)N1CCCC1C(=O)NCc1ccccc1 (stereo not given)	6	-2	-3.2	-4	-11	-1	-1.2	29	3
Cc1ccc(NC(=O)CN2CCOCC2)cc1Cl	1	-5	-2.3	-11	-4	-6	-3.5	4	5
O=C(OCc1cnc(Cl)s1)c1ccccc1Cl	-3	-7	-1.3	-1	-2	2	-1.4	7	3

As entered above.
pCIP destab result of O=C(OCc1cnc(Cl)s1)c1ccccc1Cl : 2
SUMO HTRF inh result of CSc1cccc(CNC(=O)C2CCC(=O)N(CC3CCCCC3)C2)c1 (stereo not given) : 15
IDE cell inh result of COc1ccccc1NC(=O)N1CCCC1C(=O)NCc1ccccc1 (stereo not given) : 6

(next part)
SMILES	IDE cell inh	NS3 helicase inh	VIM-2 inh	GalR3 antag	CRFBP-R2 block	pCIP destab	IMP-1 inhibitor	SUMO HTRF inh	IDE act
CC1CCN(C(=O)c2cccc(S(=O)(=O)N3CCN(c4ccccc4)CC3)c2)CC1	-1	x	x	-1	-10	x	x	x	5
CCc1ccc(NC(=O)COC(=O)c2cccs2)cc1	3	-1	-1.1	-10	-3	-12	-3.6	-6	2
COc1ccccc1N(Cc1ccccc1)S(=O)(=O)c1cccc(C(=O)Nc2ccccn2)c1	8	-33	-3.0	-2	14	-9	-4.3	-13	-3
COc1cc(C(=O)NCc2ccncc2)cc(OC)c1OC	0	12	-0.8	5	20	-21	-1.9	2	8
CCS(=O)(=O)Nc1cc2c3c(c1)CCC(=O)N3CCC2	1	3	-1.6	-6	10	-3	-2.9	x	4
CCn1cc(/C=C(\NC(=O)c2ccc(OC)c(OC)c2)C(=O)NCCCO)c2ccccc21	-7	3	1.1	-10	-1	2	0.0	7	3
O=C(Nc1ccc(S(=O)(=O)NC2CCCC2)cc1)c1cnccn1	1	-1	-3.3	-4	-4	6	-2.6	21	3
O=C(O)c1cccc(N/N=C/c2ccc(OC(F)(F)F)cc2)c1	0	-13	-1.3	-3	-2	-12	-1.0	10	4
COc1ccc(Cn2nnnc2C(c2cc3cccc(C)c3[nH]c2=O)N2CCOCC2)cc1 (stereo not given)	-2	0	0.1	-3	14	-5	-2.0	25	-5
Cc1cccc(C(=O)Nc2cc(S(=O)(=O)N3CCOCC3)ccc2N2CCCCC2)c1	2	x	x	-3	8	x	x	x	4
COc1ccc(/C=C(\NC(=O)c2ccco2)C(=O)Nc2ccc(C(C)=O)cc2)cc1	x	-5	0.5	-1	10	2	-0.4	4	1
CSCC[C@H](NC(=O)CC(C)(C)C)c1nc2ccccc2[nH]1	2	-3	-0.4	-3	-8	-6	-1.9	5	3
Cc1ccc(S(=O)(=O)CCC#N)cc1	6	22	0.7	-6	5	8	0.6	5	-4
COc1ccc(C)cc1S(=O)(=O)N(C)CC(=O)NCc1ccco1	-2	7	-1.6	2	10	-7	0.6	11	7
CN(C(=O)CSc1cccc[n+]1[O-])C1CCCCC1	-1	x	x	0	9	x	x	x	1
NC(=O)c1ccccc1N/C=C/C(=O)c1ccc(Cl)cc1	6	1	2.9	-1	-7	-8	-5.2	1	5
COc1cc(C(c2nnnn2C2CCCC2)N2CCN(C(=O)c3ccco3)CC2)cc(OC)c1OC (stereo not given)	-4	11	-3.5	-5	0	-1	-2.3	12	-1
COc1ccc(C(=O)/C=C/c2ccc(-c3ccccc3)cc2)cc1CSCC(=O)O	x	14	-3.1	-2	x	-10	-0.2	31	-3
CCN(CC)c1ccc2cc(C(N)=O)c(=N)oc2c1	15	16	0.5	1	-249	-14	-0.3	11	x
N#CC1=C(N)Oc2n[nH]c(-c3cccs3)c2C1c1ccncc1 (stereo not given)	2	11	5.7	-4	3	-4	-3.4	13	8
Cc1cccc(NS(=O)(=O)c2cccc(C(=O)N3CCCC(C(F)(F)F)C3)c2)c1 (stereo not given)	-1	x	x	-2	-6	x	x	x	-3
O=C(Nc1ccccc1)c1ccc(S(=O)(=O)N2CCOCC2)cc1	3	-10	-1.4	0	-14	-9	-6.5	14	4
CC1(C)CNC(=O)CC(C)(C)N1O	0	6	-2.3	0	4	2	-1.7	6	3
O=C(Nc1cnn(Cc2ccccc2)c1)c1cc2nc(-c3ccco3)cc(C(F)(F)F)n2n1	-2	-5	0.4	-1	-29	-12	-3.6	31	0
Cc1nc2cc3sc(C)nc3cc2s1	5	-20	-2.6	-3	1	-9	-3.1	11	-1
CN1CCN(Cc2nc3ccccc3c(=O)n2Cc2nc(-c3ccc4ccccc4c3)cs2)CC1	-1	-69	-3.1	1&-6	-8&-38	-2	-1.8	13	4&-2
COc1ccccc1NC(=O)c1cc2c(=O)n(C)c3ccccc3c2n1C	3	-9	4.5	-3	3	5	-4.7	-16	-2
COc1ccc(C2/C(=C(\O)c3ccc4c(c3)OCCO4)C(=O)C(=O)N2c2nc(C)c(C(C)=O)s2)cc1 (stereo not given)	8	38*	-0.4	-1	12	2	-2.0	11	0
Cc1ccsc1/C=N/NC(=O)c1ccc2c(c1)OCCO2	3	15	-2.6	3	10	-6	-5.3	-11	-2
CC1(C)C(C=C(Cl)Cl)C1C(=O)N(Cc1ccccc1Cl)C1CCS(=O)(=O)C1 (stereo not given)	-4	-5	1.9	-6	-20	-24	-1.4	-12	1
O=C(Cn1nnc2ccccc21)OCC(=O)c1ccccc1	1	6	-1.8	-2	-13	7	-1.9	11	4
